TRHR PAM – TRH receptor (human) allosteric enhancement; P34981; TRHR cells, fluo-8 calcium fluorescence, EC20 TRH enhancement; enhancement, % at 2 µM; 360,000 tested, 0.66% active; AID 493056; in the data active means enhancement above about 30%; further: 0% is about no effect
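TRHR-expressing cells loaded with fluo-8 calcium dye were read kinetically (ex 480/em 530) during compound addition, then stimulated with an EC20 of TRH (10 nM final). Enhancement of the Gq-mediated intracellular calcium response was scored.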
TrxR1 substrate – substrates of rat thioredoxin reductase 1; O89049; purified TrxR1 substrate turnover, NADPH consumption readout; Potency, µM (titrated, usually from 114 µM), without a hit: at the top dose activity change, negative = substrate turnover; 390,000 tested, 0.01% active; further: potency means the concentration at half of the fitted maximal effect; on the % scale 0 is the no-effect control and ±100 the full control effect; nearly all actives have a fitted effect of over 50% in size
Target sequence (O89049 whole entry, looked up): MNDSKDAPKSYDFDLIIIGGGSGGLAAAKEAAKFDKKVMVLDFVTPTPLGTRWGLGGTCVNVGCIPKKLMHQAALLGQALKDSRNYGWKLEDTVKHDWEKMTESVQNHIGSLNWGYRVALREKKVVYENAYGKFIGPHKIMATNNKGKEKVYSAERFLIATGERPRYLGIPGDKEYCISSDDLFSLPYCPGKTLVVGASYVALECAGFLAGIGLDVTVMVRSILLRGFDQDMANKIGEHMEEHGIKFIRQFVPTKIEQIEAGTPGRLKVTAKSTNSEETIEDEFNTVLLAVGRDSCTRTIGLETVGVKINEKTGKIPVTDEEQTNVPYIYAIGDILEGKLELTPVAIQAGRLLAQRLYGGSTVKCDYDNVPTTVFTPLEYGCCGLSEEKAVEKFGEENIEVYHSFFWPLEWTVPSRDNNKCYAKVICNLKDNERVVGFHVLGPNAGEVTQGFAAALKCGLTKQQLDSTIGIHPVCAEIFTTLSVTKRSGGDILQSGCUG
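Rat TrxR1, dispensed at 90 nM, was prereduced with 400 uM NADPH (final) for 5 min at ~22 deg C, then incubated with compound 15 min before 400 uM selenite. A first-read NADPH fluorescence drop versus no-compound background flagged substrates.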
mIDH1 inhibitor – blocks human mutant IDH1 R132H enzyme; O75874; IDH1-R132H enzyme, NADPH consumption, diaphorase/resazurin fluorescence; Potency, µM (top dose mostly 76.6 µM), for inactives: top-dose activity change, negative = inhibition, actives largely listed as inhibitors; 390,000 tested, 0.093% active; further: potency means the concentration at half of the fitted maximal effect; on the % scale 0 is the no-effect control and ±100 the full control effect; nearly all actives have a fitted effect of over 65% in size
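IDH1-R132H (0.5 ug/mL dispensed) in pH 7.5 Tris buffer was preincubated 30 min with compound, then given a substrate mix of 0.016 mM NADPH and 2 mM alpha-KG for 80 min at room temperature; remaining NADPH was read by diaphorase/resazurin fluorescence.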
Pin1 inh – blocks the human prolyl isomerase Pin1. Q13526. Pin1 FP peptide displacement, HiFluor488, 10 min. Potency, µM (series often up to 115 µM), for inactives: top-dose activity, negative = inhibition, usual class: inhibitors. 390,000 tested, 0.009% active. AID 504891; active means well fitted inhibition curve with a large enough effect in the polarisation, with a control signal flat, not every such curve was filed as active; inconclusive means small, poorly fitted or top-dose-only effect, or effect the other way, or a change in a side signal; inactive means no such curve, though single readings can be large or run the other way; the % refers to the polarisation; further: potency means the concentration at half of the fitted maximal effect; on the % scale 0 is the no-effect control and ±100 the full control effect
D2 antag – D2 dopamine receptor (human) antagonism | P14416 | HEK293 TREx D2 cells, calcium flux, dopamine EC80 | inhibition, % at 10 µM | 340,000 tested, 2% active | AID 485344; in the data active means inhibition above about 30%; further: 0% is about no effect
Target sequence (P14416 whole entry, looked up): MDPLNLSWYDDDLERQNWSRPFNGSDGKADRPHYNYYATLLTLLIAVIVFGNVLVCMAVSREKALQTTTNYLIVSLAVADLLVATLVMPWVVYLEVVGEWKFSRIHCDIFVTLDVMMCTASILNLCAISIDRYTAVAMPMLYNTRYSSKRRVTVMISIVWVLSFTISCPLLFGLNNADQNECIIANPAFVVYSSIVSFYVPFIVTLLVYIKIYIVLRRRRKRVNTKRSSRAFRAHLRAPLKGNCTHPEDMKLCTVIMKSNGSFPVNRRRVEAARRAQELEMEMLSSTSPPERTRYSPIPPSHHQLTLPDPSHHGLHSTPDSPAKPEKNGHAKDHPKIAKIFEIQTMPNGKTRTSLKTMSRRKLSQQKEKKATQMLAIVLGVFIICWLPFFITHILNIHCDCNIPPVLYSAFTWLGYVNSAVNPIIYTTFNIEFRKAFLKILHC
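HEK293 T-REx D2 cells, tet-induced, calcium dye no-wash. Cpd pintool add, 180 s kinetic, then EC80 DA, 180 s kinetic. Ca flux read.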
rTrxR1 inhibitor – rat TrxR1 inhibition | recombinant rTrxR1, NADPH fluorescence consumption, selenite substrate | Potency, µM (titrated, usually from 114 µM), for inactives: top-dose activity change, negative = inhibition, most hits filed as inhibitors | 390,000 tested, 1% active | AID 588453; further: potency means the concentration at half of the fitted maximal effect; on the % scale 0 is the no-effect control and ±100 the full control effect; nearly all actives have a fitted effect of over 65% in size
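Rat TrxR1 (90 nM in the dispensed reagent) was pre-reduced with 400 uM NADPH for 5 min at room temperature, then incubated with compound for 15 min. After 400 uM selenite was added, NADPH fluorescence (Ex 340/Em 450 nm) was followed for 8 min.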
D2 ag – agonists of human D2 dopamine receptor. P14416. HEK293 T-REx D2 cells, calcium flux agonist mode. activation, % at 2 µM. 340,000 tested, 0.53% active;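 active means activation over 3 SD above normal in the single-dose calcium agonist read, cut at about 30% in these data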; further: 0% is about no effect
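HEK293 Trex D2 cells, tetracycline-induced, o/n 30 C 5% CO2; no-wash Ca dye, RT 30–90 min; 10-cycle baseline, 23 nl cpd added, kinetic Ca read 180 s; agonist hits = positive Ca response.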
TRHR ag – TRH receptor (human) agonism | activation, % at 2 µM | AID 493084 | TRHR cells, calcium flux fluo-8, FDSS agonist mode | P34981 | 360,000 tested, 0.18% active; in the data active means activation above about 30%; further: 0% is about no effect
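In this calcium-flux screen, cells bearing human TRHR are dye-loaded with fluo-8, baselined for 10 cycles, then exposed to library compounds; positive kinetic calcium responses during the agonist phase mark hits, with TRH as control.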
USP1-UAF1 inh – USP1/UAF1 (human) deubiquitinase inhibition. O94782. recombinant USP1/UAF1, Ub-Rhodamine cleavage fluorescence. Potency, µM (highest dose often 57.1 µM), without a hit: top-dose activity change, negative = inhibition, usual class: inhibitors. 390,000 tested, 0.23% active. AID 743255; further: potency means the concentration at half of the fitted maximal effect; on the % scale 0 is the no-effect control and ±100 the full control effect; nearly all actives have a fitted effect of over 60% in size; inactives centre near -12
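Step one: compound is pinned into 1nM USP1/UAF1 in HEPES pH 7.8 buffer with TCEP. Step two: 15 min room-temperature incubation. Step three: Ub-Rho (150nM final) starts cleavage, tracked by fluorescence over six one-minute reads.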
The depositor's hits bear a star; & = joins results of further samples; [ ] = dose if it differs, or a comment. Unless noted, the call rests on the fitted dose curve; in most records, active means well fitted inhibition curve with a large enough effect; inconclusive means small, poorly fitted or top-dose-only effect; inactive means no such curve, though single readings can be large or run the other way. Some of the compounds tested (hit frequency here may not be typical).

Screening COc1cccc(CC2(CO)CCCN(Cc3cn[nH]c3-c3ccccc3)C2)c1 (configuration not stated) returned TRHR PAM -3, TrxR1 substrate 4%, mIDH1 inhibitor -5%, Pin1 inh 2%, D2 antag -28, rTrxR1 inhibitor 11%, D2 ag 0.5, TRHR ag 0.7 and USP1-UAF1 inh -17%.
Screening CCN(Cc1ccc2c(c1)OCO2)C(=O)CSc1nc(C)nc2sc(C)c(C)c12 returned TRHR PAM -2, TrxR1 substrate 1%, mIDH1 inhibitor 2%, Pin1 inh 3%, D2 antag -12, rTrxR1 inhibitor 11%, D2 ag 0.6, TRHR ag 0.0 and USP1-UAF1 inh -22%.
For CCOc1ccccc1Nc1ncccc1C(=O)N1CCCC1 the results were TRHR PAM 5, TrxR1 substrate -5%, mIDH1 inhibitor 5%, Pin1 inh -2%, D2 antag 7, rTrxR1 inhibitor -16%, D2 ag 1.1, TRHR ag -1.3 and USP1-UAF1 inh 0%.
For CCN1CCN(Cc2cc(=O)oc3cc(C)cc(C)c23)CC1 the results were TRHR PAM 11, TrxR1 substrate -4%, mIDH1 inhibitor 9%, Pin1 inh -1%, D2 antag 14, rTrxR1 inhibitor -12%, D2 ag 1.1, TRHR ag 1.1 and USP1-UAF1 inh -9%.
`CSCCC(NC(=O)c1ccco1)C(=O)OC(C)C(=O)NC(=O)NC1CCCCC1` (configuration not stated) gave TRHR PAM -2, TrxR1 substrate -6%, mIDH1 inhibitor 2%, Pin1 inh 7%, D2 antag 49*, rTrxR1 inhibitor -12%, D2 ag 7.3, TRHR ag 52* and USP1-UAF1 inh -7%.
For CCCCNC(=O)[C@@H](c1ccccc1)N1Cc2ccccc2C1=O the results were TRHR PAM -1, TrxR1 substrate 18%, mIDH1 inhibitor 15%, Pin1 inh 5%, rTrxR1 inhibitor 23%, TRHR ag 0.9 and USP1-UAF1 inh -18%.
Screening CN(C)/C=C(\C#N)C(=O)N/N=C/c1ccccc1 returned TRHR PAM 2, TrxR1 substrate -22%, mIDH1 inhibitor -4%, Pin1 inh -2%, D2 antag -17, rTrxR1 inhibitor -31%, D2 ag -0.9, TRHR ag 1.2 and USP1-UAF1 inh -20%.
CC(=O)c1cccc(NC(c2ccc(F)cc2)c2nnc(-c3ccccc3)o2)c1 (configuration not stated) was read as TRHR PAM -1, TrxR1 substrate 2%[57.1 µM], mIDH1 inhibitor 4%, Pin1 inh 7%, rTrxR1 inhibitor 21%[57.1 µM], D2 ag 0.0, TRHR ag -0.3 and USP1-UAF1 inh -19%.
`c1cnc2ccc(C(c3nnnn3C3CCCC3)N3CCSCC3)cc2c1` (configuration not stated) gave TRHR PAM 2, TrxR1 substrate -13%, mIDH1 inhibitor -1%, Pin1 inh 0%, D2 antag 0, rTrxR1 inhibitor -11%, D2 ag 0.8, TRHR ag -0.4 and USP1-UAF1 inh -12%.
For O=C(Nc1ccc(F)c(Cl)c1)C1CCCC1 the results were TrxR1 substrate -9%[57.1 µM], mIDH1 inhibitor 13%, Pin1 inh -9%, rTrxR1 inhibitor 43%[activator][57.1 µM] and USP1-UAF1 inh -18%.
`COc1ccc2c(c1OC)C(=O)N(c1ccc(O)cc1)C2` gave TRHR PAM -1, TrxR1 substrate -2%[57.1 µM], mIDH1 inhibitor 4%, Pin1 inh 1%, D2 antag 16, rTrxR1 inhibitor 15%[57.1 µM], D2 ag 0.0, TRHR ag -1.2 and USP1-UAF1 inh -16%.
For CC(=O)N1CCc2cc(S(=O)(=O)CCC(=O)N3CCN(c4ccccc4F)CC3)ccc21 the results were TRHR PAM -2&8, TrxR1 substrate -10%[57.1 µM], mIDH1 inhibitor 3%&-6%, Pin1 inh -2%&-7%, D2 antag 0, rTrxR1 inhibitor 23%[57.1 µM], D2 ag -0.5&-0.7, TRHR ag -1.4&-1.9 and USP1-UAF1 inh -16%&-5%.
`CCOC(=O)CN1N=C(c2ccc(C)cc2)CCC1=O` gave TRHR PAM 5, TrxR1 substrate 9%[57.1 µM], mIDH1 inhibitor -1%, Pin1 inh 0%, D2 antag -2, rTrxR1 inhibitor 13%[57.1 µM], D2 ag -0.2, TRHR ag 0.2 and USP1-UAF1 inh -2%.
Screening CCOC(=O)N1CCN(C(=O)c2cc3c(=O)n4cccc(C)c4nc3s2)CC1 returned TRHR PAM -1, TrxR1 substrate 79%[activator], mIDH1 inhibitor -1%, Pin1 inh inconclusive, D2 antag -14, rTrxR1 inhibitor 6%, D2 ag -1.1, TRHR ag -0.1 and USP1-UAF1 inh inconclusive.
`COc1ccc(S(=O)(=O)N2CCOC2CNC(=O)C(=O)NCCCn2ccnc2)cc1OC` (configuration not stated) gave TRHR PAM 13, TrxR1 substrate -3%[57.1 µM], mIDH1 inhibitor 13%, Pin1 inh 0%, D2 antag 17, rTrxR1 inhibitor 15%[57.1 µM], D2 ag 0.4, TRHR ag 0.1 and USP1-UAF1 inh -19%.
`O=C(CSc1nc2c(oc3ccccc32)c(=O)n1-c1ccccc1)Nc1ccccc1F` gave TRHR PAM 13, TrxR1 substrate 1%, mIDH1 inhibitor -2%, Pin1 inh 14%, rTrxR1 inhibitor 18%, D2 ag 0.2, TRHR ag 0.4 and USP1-UAF1 inh -11%.
CC1=C(C(N)=O)C(c2ccccn2)n2nc(SCc3ccccc3Cl)nc2N1 (configuration not stated) was read as TRHR PAM -1, TrxR1 substrate 6%, mIDH1 inhibitor 0%, Pin1 inh 0%, D2 antag 9, rTrxR1 inhibitor 9%, D2 ag 0.1, TRHR ag -0.8 and USP1-UAF1 inh -18%.
For COc1ccc(OC)c(N(CC(=O)NC2CCCCCC2)S(=O)(=O)c2ccc(C)cc2)c1 the results were TRHR PAM 9, TrxR1 substrate -5%, mIDH1 inhibitor 4%, Pin1 inh 1%, D2 antag 25, rTrxR1 inhibitor 7%, D2 ag 0.9, TRHR ag 0.8 and USP1-UAF1 inh -24%.
COc1ccc(CN(CC(=O)NCC2CCCO2)C(=O)CCC(=O)Nc2nccs2)cc1 (configuration not stated) was read as TRHR PAM -8, TrxR1 substrate 4%, mIDH1 inhibitor 6%, Pin1 inh 4%, D2 antag 23, rTrxR1 inhibitor 22%, D2 ag 1.5, TRHR ag 1.6 and USP1-UAF1 inh -13%.
Screening CN1C(=O)C(O)(CC(=O)c2cccnc2)c2ccccc21 (configuration not stated) returned TRHR PAM -3, TrxR1 substrate 2%, mIDH1 inhibitor 1%, Pin1 inh -2%, D2 antag -1, rTrxR1 inhibitor 8%, D2 ag -0.5, TRHR ag 0.0 and USP1-UAF1 inh -12%.
`CC1CCN(c2ccccc2NC(=O)c2ccc(C#N)cc2F)CC1` gave TRHR PAM -1, TrxR1 substrate -8%, mIDH1 inhibitor -5%, Pin1 inh -6%, D2 antag 15, rTrxR1 inhibitor inconclusive, D2 ag 1.5, TRHR ag 0.5 and USP1-UAF1 inh -10%.
Screening COc1ccc(S(=O)(=O)NC2CCCC2)cc1Cl returned TRHR PAM -2, TrxR1 substrate 3%, mIDH1 inhibitor 1%, Pin1 inh -5%, D2 antag -11, rTrxR1 inhibitor 18%, D2 ag 0.3, TRHR ag -0.1 and USP1-UAF1 inh -20%.
For Cc1nn(-c2cccc(Cl)c2)c2nc(-c3cccnc3)cc(C(F)(F)F)c12 the results were TRHR PAM -6, TrxR1 substrate 8%, mIDH1 inhibitor 0%, Pin1 inh -7%, rTrxR1 inhibitor 10%, TRHR ag 2.2 and USP1-UAF1 inh -16%.
For CN(Cc1ccccc1)C(=O)COc1ccccc1Cl the results were TRHR PAM 3, TrxR1 substrate 1%, mIDH1 inhibitor 3%, Pin1 inh -6%, D2 antag -19, rTrxR1 inhibitor 18%, D2 ag 1.7, TRHR ag 0.3 and USP1-UAF1 inh -20%.
For COc1cc(CNc2ccc(C)c(C)c2)cc(OC)c1OC the results were TRHR PAM 20, TrxR1 substrate 5%, mIDH1 inhibitor 11%, Pin1 inh inconclusive, D2 antag -17, rTrxR1 inhibitor 23%, D2 ag -0.7, TRHR ag -0.6 and USP1-UAF1 inh -14%.
`Cc1ccc(Nc2nc(-c3c(C)nc4ncccn34)cs2)cc1` gave TrxR1 substrate -11%, mIDH1 inhibitor -2%, Pin1 inh 4%, rTrxR1 inhibitor -12% and USP1-UAF1 inh -19%.
`CCCSc1nnc(Sc2nnnn2-c2ccccc2)s1` gave TRHR PAM 1, TrxR1 substrate 20%, mIDH1 inhibitor 0%, Pin1 inh 0%, D2 antag 44*, rTrxR1 inhibitor -22%, D2 ag -2.0, TRHR ag -0.6 and USP1-UAF1 inh -9%.
`Cc1cc(C(=O)CCl)c(C)n1-c1ccon1` gave TRHR PAM 1, TrxR1 substrate 5%, mIDH1 inhibitor 11%, Pin1 inh 0%, D2 antag -5, rTrxR1 inhibitor inconclusive, D2 ag 0.8, TRHR ag -0.2 and USP1-UAF1 inh -22%.
`O=S1(=O)CCC(NCC2CCCO2)C1` (configuration not stated) gave TRHR PAM 9, TrxR1 substrate -1%, mIDH1 inhibitor 2%, Pin1 inh -3%, D2 antag -1, rTrxR1 inhibitor -3%, D2 ag 1.1, TRHR ag -0.3 and USP1-UAF1 inh -10%.

A stretch taken from the entries so far:
`CC1CCN(c2ccccc2NC(=O)c2ccc(C#N)cc2F)CC1` gave TRHR PAM -1, TrxR1 substrate -8%, mIDH1 inhibitor -5%, Pin1 inh -6%, D2 antag 15, rTrxR1 inhibitor inconclusive, D2 ag 1.5, TRHR ag 0.5 and USP1-UAF1 inh -10%.
Screening COc1ccc(S(=O)(=O)NC2CCCC2)cc1Cl returned TRHR PAM -2, TrxR1 substrate 3%, mIDH1 inhibitor 1%, Pin1 inh -5%, D2 antag -11, rTrxR1 inhibitor 18%, D2 ag 0.3, TRHR ag -0.1 and USP1-UAF1 inh -20%.

From PubChem BioAssay
